# KB-3-1 cytotox: qHTS assay for MDR1-selective chemotherapeutics: Primary screen using the parental adenocarcinoma cell KB-3-1 | AID 1347075, 2019 | Potency, µM (highest dose often 46.1 µM), without a hit: at the top dose activity change, negative = cytotoxic, most hits filed as cytotoxic | KB-3-1 viability, CellTiter-Glo ATP luminescence, 72 h | 1.4% of 400,000 active; also: potency is read from the fitted curve at half-maximal effect; % is scaled to controls: 0 for no effect and ±100 for the full control effect; nearly all actives have a fitted effect of over 60% in size
#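 Using CellTiter-Glo luminescence, growth of non-resistant KB-3-1 adenocarcinoma cells is assessed 72 h after pin-tool compound addition at 37 °C. Normalized responses across the concentration series yield fitted curves.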
# SW480 rereplic: A quantitative high throughput screen for small molecules that induce DNA re-replication in SW480 colon adenocarcinoma cells | SW480 DNA re-replication, Hoechst DNA content imaging, 48 h | Potency, µM (titrated, usually from 46.1 µM), for the others: at the highest dose re-replication activation, usual class: activators | 1.8% of 340,000 active; also: potency is read from the fitted curve at half-maximal effect; % of control where 0% means no effect; nearly all actives have a fitted effect of over 55% in size
#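 Per well, 250 cells were exposed to pinned compound for 48 hr. Nuclear DNA was visualised with Hoechst (40 min, 37 C) and total object intensity recorded by fluorescence scanning.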
# IL1B secr inh: qHTS for Inhibitors of Inflammasome Signaling: IL-1-beta AlphaLISA Primary Screen | THP-1 LPS/ATP IL-1B secretion, AlphaLISA, 16 h; stronger effect = lower value | AID 743279, 2014 | activity change, % at 57.5 µM | 4.7% of 360,000 active; in the data active = activity change below about -50%; inconclusive = mostly about -30% to -49%; also: % is scaled to controls: 0 for no effect and ±100 for the full control effect
#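 Secreted IL-1B measured by AlphaLISA bead assay after 16 h compound exposure of THP-1 cells; compounds (final up to 57.5 uM) added 1 h before LPS (250 ng/mL) and ATP (1.25 mM) stimulation; lower signal means less secretion.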
# DRD3 agonist: qHTS of D3 Dopamine Receptor Agonist: qHTS; 0.58% of 410,000 active; D(3) dopamine receptor (Homo sapiens), P35462; max activation, %; AID 652048, 2013; D3R DiscoveRx beta-arrestin cells, luminescence, 90 min; in the data active = max activation above about 30%; also: 0% is about no effect; mostly tested at two doses, the higher about 12 µM
# Target sequence (P35462 whole entry, looked up): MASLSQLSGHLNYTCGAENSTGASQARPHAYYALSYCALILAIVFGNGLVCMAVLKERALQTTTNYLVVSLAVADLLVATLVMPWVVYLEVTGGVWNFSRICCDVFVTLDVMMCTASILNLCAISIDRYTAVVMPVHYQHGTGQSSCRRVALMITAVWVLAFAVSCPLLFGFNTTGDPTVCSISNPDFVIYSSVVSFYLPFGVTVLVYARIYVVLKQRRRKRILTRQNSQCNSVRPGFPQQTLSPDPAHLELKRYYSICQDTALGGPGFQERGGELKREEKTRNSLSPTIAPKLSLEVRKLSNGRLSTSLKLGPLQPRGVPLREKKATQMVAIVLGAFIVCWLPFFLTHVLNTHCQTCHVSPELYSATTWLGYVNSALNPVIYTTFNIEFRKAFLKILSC
#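 Agonist-mode cell screen: cells plated at 1500/well and incubated overnight at 37 °C, then exposed to library compounds for 90 min at 37 °C. Detection reagent was added for 30–60 min at room temperature, and luminescence was read.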
# D3 antag: qHTS of D3 Dopamine Receptor Antagonist: qHTS; D(3) dopamine receptor (Homo sapiens), P35462; D3R cells, DiscoveRx beta-arrestin luminescence, antagonist mode; stronger effect = lower value; max response, negative = inhibition, %; 2.5% of 360,000 active; AID 652054, 2013; in the data active = max response below about -50%; inconclusive = no clear call, values can overlap the other calls; also: % is scaled to controls: 0 for no effect and ±100 for the full control effect; mostly tested at two doses, the higher about 12 µM
#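 Cells expressing the human receptor were seeded at 1500 cells/well, incubated overnight at 37 degrees C in 5% CO2, then exposed to library compounds with dopamine controls for 90 minutes at 37 degrees C before luminescent detection.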
# HT1080-NT tox: qHTS for induction of synthetic lethality in tumor cells producing 2HG: qHTS for the HT-1080-NT fibrosarcoma cell line; HT-1080-NT fibrosarcoma viability, CellTiter-Glo ATP luminescence, 48 h; Potency, µM (titrated, usually from 46.1 µM), without a hit: at the highest dose activity, negative = less viability, usual class: cytotoxic; 1.6% of 360,000 active;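 also: NT is the 2HG producing partner of a matched IDH1 knockdown line; potency is read from the fitted curve at half-maximal effect; 0% = DMSO-treated cells and -100% = media-only wells without cells; nearly all actives have a fitted effect of over 55% in size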
#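 Viability by CellTiter-Glo luminescence after 48 h compound exposure at 37C of HT-1080-NT cells (750/well, RPMI, 5% FBS). % activity scaled between DMSO wells and medium-only wells, then curve-fitted and categorized by curve class.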
# HT1080 IDH1KD tx: qHTS for induction of synthetic lethality in tumor cells producing 2HG: qHTS for the HT-1080-IDH1KD cell line. HT-1080 IDH1 knockdown viability, ATP luminescence, 48 h. Potency, µM (top dose mostly 46.1 µM), for the others: top-dose activity, negative = toxicity, usual class: cytotoxic. 2% of 360,000 active;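 also: potency is read from the fitted curve at half-maximal effect; 0% = DMSO wells and -100% = cell-free medium wells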
#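 Luminescent ATP read-out (CellTiter-Glo, 10 min at room temperature) after 48 h compound exposure at 37 °C gave viability of IDH1-knockdown HT-1080 cells. Activity was normalised to DMSO and cell-free wells, then fitted as concentration-response curves.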
# GLP-1R agonist: qHTS of GLP-1 Receptor Agonists | Glucagon-like peptide 1 receptor (Homo sapiens), P43220 | HEK293 GLP-1R CRE-luciferase, luminescence, 4-6 h; cells express a hypersensitive GLP-1R form | Potency, µM (titrated, usually from 45.6 µM), without a hit: top-dose activation, actives largely listed as activators | 0.007% of 380,000 active | AID 624172, 2012; also: potency is read from the fitted curve at half-maximal effect; % of control where 0% means no effect
# KB-V1 MDR tox: qHTS assay for MDR1-selective chemotherapeutics: Primary screen using the drug-selected MDR subline cells KB-V1; 3.4% of 400,000 active; Potency, µM (titrated, usually from 46.1 µM), inactives show at the highest dose activity change, negative = cytotoxicity, hits mostly cytotoxic; KB-V1 MDR cells viability, CellTiter-Glo, 72 h; also: potency is read from the fitted curve at half-maximal effect; % is scaled to controls: 0 for no effect and ±100 for the full control effect; nearly all actives have a fitted effect of over 60% in size
#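 qHTS viability screen in drug-selected KB-V1 MDR cells: 72 h compound treatment at 37 degrees C, ATP luminescence end point.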
# * = called active by the depositor; ? = inconclusive; & = joins results of further samples; [ ] = remark or other dose. Unless noted, calls follow the shape of the dose curve; as a rule, active = well fitted curve in the direction sought with a large enough effect; inconclusive = small, poorly fitted or top-dose-only effect, or another doubt; inactive = no such curve, though single readings can be large; an effect the other way counts as inactive or inconclusive. This is a subset. The share of hits here may be higher or lower than overall.
SMILES,KB-3-1 cytotox,SW480 rereplic,IL1B secr inh,DRD3 agonist,D3 antag,HT1080-NT tox,HT1080 IDH1KD tx,GLP-1R agonist,KB-V1 MDR tox
C[C@]12CC[C@H]3[C@@H](CCC4=CC(=O)CC[C@@]43C)[C@@H]1CC[C@@H]2C(=O)CO,?,?,-13,-91&3,-88*,?,-23%,13%,8.2µM*
CC[C@@H]1C(=O)OC[C@@H]1Cc1cncn1C,0%,-31%[inhibitor],17,0,-19,-6%,0%,17%,7%
C[C@H](CCC(=O)O)[C@H]1CC[C@H]2[C@@H]3[C@@H](O)C[C@@H]4C[C@H](O)CC[C@]4(C)[C@H]3CC[C@]12C,0%,-55%[inhibitor],35,-18,1,0%,-5%,2%,4%
COc1nc(C)nc(Cl)c1NC1=NCCN1,-73%&0%,-32%[inhibitor],-7&20,2&-17&13,-20&-1,?,0%&10%,5%,12%&12%

# Among those listed so far, these contain nitrogen in an aromatic ring.
SMILES,KB-3-1 cytotox,SW480 rereplic,IL1B secr inh,DRD3 agonist,D3 antag,HT1080-NT tox,HT1080 IDH1KD tx,GLP-1R agonist,KB-V1 MDR tox
CC[C@@H]1C(=O)OC[C@@H]1Cc1cncn1C,0%,-31%[inhibitor],17,0,-19,-6%,0%,17%,7%
COc1nc(C)nc(Cl)c1NC1=NCCN1,-73%&0%,-32%[inhibitor],-7&20,2&-17&13,-20&-1,?,0%&10%,5%,12%&12%

# Some entries already given with just DRD3 agonist, IL1B secr inh and GLP-1R agonist:
molecule	DRD3 agonist	IL1B secr inh	GLP-1R agonist
CC[C@@H]1C(=O)OC[C@@H]1Cc1cncn1C	0	17	17%
C[C@H](CCC(=O)O)[C@H]1CC[C@H]2[C@@H]3[C@@H](O)C[C@@H]4C[C@H](O)CC[C@]4(C)[C@H]3CC[C@]12C	-18	35	2%

# Screening results: PubChem, National Center for Advancing Translational Sciences (NCATS)
